Source: PubChem
PG9 Ab binder: small molecules binding HIV-1 gp120 antibody PG9; TR-FRET gp120-PG9 antibody binding; inhibition, % at 6.7 µM; actives 0.43% (n = 360,000); AID 624416; in the data active = inhibition above about 8.5%
Rev-erbA mod: Rev-erb alpha (human) modulation; actives 0.79% (n = 370,000); activity, % at 10 µM; Rev-erbα–FITC-DNA binding, fluorescence polarization, 90 min; AID 1259318; P20393;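 active = activity above about 14%, limit read from the data; passing the limit was not always enough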;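 also: 0% = DMSO wells with 35 nM protein and 100% = DMSO wells with 750 nM protein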
TCR-CD3 inh: blocks the human TCR-CD3 interaction; actives 0.37% (n = 360,000); inhibition, % at 9.4 µM; TAMRA-labeled TCR probe fluorescence, biochemical; in the data active = inhibition above about 19%;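 also: recombinant mutant TCR 2C K166C tagged with TAMRA read by polarization; 0% = receptor in buffer alone and 100% = receptor with positive control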
ABHD4 inh: inhibits mouse alpha/beta hydrolase domain 4. actives 0.54% (n = 370,000). purified mABHD4, FP-Rh probe fluorescence polarization. inhibition, % at 8.92 µM. AID 720543;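 active = inhibition exceeding the mean over every tested compound plus 3 SD, cut at about 30% in these data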;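 also: 0% = plate median of compound wells and 100% = S159A mutant with DMSO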
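system = mouse ABHD4 enzyme, wild type | medium = HEPES pH 7.0, NaCl, Pluronic buffer | also added = FP-Rh probe | incubation = Enzyme–compound pre-incubation 45 min, then probe 60 min, both 25 °C | technique = fluorescence polarization, excitation 525 nm, emission 598 nm, BODIPY TMR filters | controls = S159A mutant high control, sample median low control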
HTRA1 inhibitor: blocks human HTRA1 serine peptidase. inhibition, % at 5.96 µM. AID 504803. actives 0.5% (n = 340,000). recombinant HTRA1, FP-rhodamine activity-based probe, fluorescence polarization; in the data active = inhibition above about 36%;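 also: 0% = enzyme with DMSO and 100% = wells lacking enzyme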
TDP2 absorb: TDP2 (human) inhibition, absorbance primary screen | O95551 | inhibition, % at 12.8 µM | AID 720702 | recombinant TDP2, T5PNP hydrolysis, p-nitrophenol absorbance 415 nm | actives 0.34% (n = 370,000);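 active = inhibition above the mean of all tested compounds plus 3 SD, set per campaign, cut at about 25% in these data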;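 also: 0% = DMSO with enzyme and 100% = buffer with substrate but no TDP2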
Target sequence (O95551 whole entry, looked up): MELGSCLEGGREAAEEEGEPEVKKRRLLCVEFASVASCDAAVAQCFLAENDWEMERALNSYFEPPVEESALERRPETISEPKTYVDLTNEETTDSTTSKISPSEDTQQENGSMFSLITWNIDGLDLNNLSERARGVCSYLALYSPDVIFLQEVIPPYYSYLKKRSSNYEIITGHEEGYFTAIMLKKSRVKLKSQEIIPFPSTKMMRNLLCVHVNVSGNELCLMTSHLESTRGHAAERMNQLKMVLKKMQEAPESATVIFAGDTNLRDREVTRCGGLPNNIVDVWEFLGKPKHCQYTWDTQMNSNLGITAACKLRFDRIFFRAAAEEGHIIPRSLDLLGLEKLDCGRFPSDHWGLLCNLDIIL
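Assay system: Recombinant human TDP2 | Quantity: 120 nM TDP2 per well | Incubation: 2 h at 37 °C | Signal: Epi absorbance | Evaluation: Percent inhibition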
rCAG binder: molecules binding r(CAG) RNA repeats; r(CAG) RNA repeat, TO-PRO-1 dye displacement fluorescence; inhibition, % at 3 µM; actives 1.3% (n = 370,000);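 active = inhibition above the plate cutoff, the mean of all test compounds on that plate plus 3 SD, cut at about 35% in these data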;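 also: 0% = DMSO alone and 100% = 100 µM mitoxantrone as full dye displacement; higher means more dye released from RNA so lower well fluorescence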
PRMT1 inh: inhibitors of human PRMT1. recombinant PRMT1, activity-based probe fluorescence polarization. inhibition, % at 2.79 µM. actives 1.3% (n = 370,000). AID 652257;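 active = inhibition above about 21% made by adding two undisclosed values, limit read from the data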
LEDGF integ inh: blocks HIV-1 LEDGF/p75-dependent DNA integration; TR-FRET IN-LEDGF/p75 DNA integration, Eu/Cy5; inhibition, % at 3.7 µM; actives 0.64% (n = 370,000);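 active = inhibition above the screen-wide mean plus 3 SD, cut at about 13% in these data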;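 also: signal is the Cy5 over europium emission ratio at 671 and 618 nm; 0% = plate median of compound wells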
SIAE inh: inhibitors of human sialic acid acetylesterase SIAE | actives 0.69% (n = 370,000) | SIAE FP-Rh probe binding, fluorescence polarization | inhibition, % at 9.66 µM;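 active = inhibition above a cutoff: mean of compounds within the control limits plus 3 SD of those, cut at about 17% in these data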;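 also: 0% = plate median of compound wells and 100% = probe without SIAE protein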
Target sequence (Q9HAT2 whole entry, looked up): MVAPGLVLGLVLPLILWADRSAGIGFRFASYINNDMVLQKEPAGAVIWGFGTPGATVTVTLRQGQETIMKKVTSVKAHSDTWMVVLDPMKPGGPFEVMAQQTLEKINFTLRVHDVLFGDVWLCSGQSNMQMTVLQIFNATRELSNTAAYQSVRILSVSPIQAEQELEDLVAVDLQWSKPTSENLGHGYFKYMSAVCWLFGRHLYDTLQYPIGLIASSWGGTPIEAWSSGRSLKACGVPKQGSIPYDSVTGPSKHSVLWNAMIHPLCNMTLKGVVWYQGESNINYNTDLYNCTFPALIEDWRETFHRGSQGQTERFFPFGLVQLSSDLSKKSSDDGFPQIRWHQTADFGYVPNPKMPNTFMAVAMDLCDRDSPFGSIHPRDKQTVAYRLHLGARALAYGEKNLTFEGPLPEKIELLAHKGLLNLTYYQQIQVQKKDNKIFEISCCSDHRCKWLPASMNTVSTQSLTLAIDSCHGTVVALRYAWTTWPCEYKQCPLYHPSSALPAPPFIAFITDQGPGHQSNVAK
The depositor's hits bear a star; . = no result given. These rows are one share of the data. The share of hits here may be higher or lower than overall.

Results follow in this order: PG9 Ab binder	Rev-erbA mod	TCR-CD3 inh	ABHD4 inh	HTRA1 inhibitor	TDP2 absorb	rCAG binder	PRMT1 inh	LEDGF integ inh	SIAE inh
- CCOC1(OCC)N=C(N)C2(C#N)C(c3cccc(C)c3)C12C#N (stereo not given)
    0.4	3	-1	5	6	11	2	-5	-4	-2
- Cc1ccccc1-c1nc(CS(=O)(=O)CC(=O)NCc2ccc3c(c2)OCO3)c(C)o1
    -1.1	1	2	-1	-10	-4	2	3	-1	-1
- CCc1ccc(Oc2c(Cl)cnn(-c3ccc(C)cc3)c2=O)cc1
    .	-3	.	22	.	0	.	3	-3	-3
- CC1(C)CC2CC(C)(CN2C(=O)Cc2ccccc2)C1 (stereo not given)
    -0.4	10	-8	1	2	-5	-7	-3	1	4
- Cc1c(/C=C/C(=O)c2ccccc2)cnn1C
    0.9	1	3	1	9	2	1	-2	2	4
- O=c1nc(N2CCOCC2)ccn1-c1nc(-c2ccccc2)oc1-c1ccccc1
    -0.8	-1	0	-2	-1	9	-6	3	4	-4
- Cc1ccc(-n2c(SCC(=O)N3CCCCC3)nc(O)cc2=O)cc1
    -2.7	8	-4	1	-5	0	11	-3	6	2
- COc1cc([C@@H]2[C@H]3CNCC=C3C(C#N)=C(N)C2(C#N)C#N)ccc1OC(C)C
    -0.3	-5	-7	2	0	4	9	0	1	-1
- O=C(NCCNc1ccc(Cl)cc1[N+](=O)[O-])c1ccccc1F
    -2.9	10	1	-2	0	-7	-1	1	1	2
- O=C(Nc1c(F)cccc1F)c1ccc(-n2cncn2)nc1
    -0.7	-3	0	1	4	-1	0	3	-1	0
- Cc1onc(-c2ccccc2)c1CNC(=O)Nc1ccccc1
    0.5	4	-4	-8	3	-16	1	-6	0	2
- Cc1cc(=O)[nH]c(N/N=C/c2c(C)nn(-c3ccccc3)c2C)n1
    -0.9	-9	-2	1	4	6	-4	3	-5	2
- CCCCN(Cc1ccccc1)S(=O)(=O)c1cc2c(cc1Br)CC(C)N2C(C)=O (stereo not given)
    0.4	4	-3	-18	-42	-10	5	-3	2	-8
- CCC(=O)N=c1sc2cc(F)cc(F)c2n1C
    -1.0	-6	3	0	5	13	0	3	0	-5
- CCCCC1C(=O)NN(c2ccccc2)C1=O (stereo not given)
    0.2	7	-3	7	-6	5	1	1	-3	5
- CCn1cc(CN2CCC(C(=O)Nc3ccc(Oc4ccccc4F)cc3)CC2)c(C)n1
    -2.2	-1	-12	1	2	-2	-9	2	-4	-3
- Cc1ccc(Sc2c(C)[nH]n(C(C)(C)C)c2=O)cc1
    -0.6	-1	5	2	-2	3	-2	1	0	6
- CCOC(=O)CCc1c(C)n(CC)c2ncnn2c1=O
    -0.2	-3	3	-4	4	1	-1	-4	-2	9
- CCc1n[nH]c(=S)n1/N=C/c1c(C)nn(-c2ccccc2)c1Cl
    1.0	5	4	-2	1	1	-1	-2	7	1
- CC(C)CNC(C(=O)Nc1ccc([N+](=O)[O-])cc1Br)c1ccccc1 (stereo not given)
    -2.4	3	7	8	-20	-1	-3	0	-3	-1
- COc1ccccc1CNN
    -1.6	3	-3	-1	-2	-10	-1	6	-3	-5
- Cc1ccc(-n2c(SCC(=O)Nc3ccc(N4CCOCC4)cc3)nc3ccccc3c2=O)cc1
    -1.8	-4	-5	-5	0	-1	9	1	1	2
- N#C/C(=C\c1ccccn1)c1ccccn1
    -2.4	-1	-3	2	-2	8	0	1	1	-1
- CC(C)CCNC(=O)CN(CCN1CCOCC1)C(=O)Cn1nnc(-c2ccc(F)cc2)n1
    -1.1	4	4	-1	3	-9	-5	-2	3	-2
- c1ccc(N2N=C(c3cccs3)CC2c2ccco2)cc1 (stereo not given)
    5.6	3	-4	6	3	0	1	2	5	5
- CC1=C(C(=O)OCc2ccccc2)C(c2ccc([N+](=O)[O-])cc2)NC(=O)N1CCCCCC(=O)O (stereo not given)
    -0.2	-2	6	-10	-1	-3	20	2	3	-1
- Cc1nc2cc(NC(=O)NC3CC3)ccc2n1C
    -0.4	2	2	-4	3	-7	1	-6	9	9
- COc1ccc(CNC(=O)C(C)Sc2nc3ccccc3c(=O)n2CC2CCCO2)cc1 (stereo not given)
    -0.9	-5	-1	-3	2	-8	0	-1	2	17
- COc1ccc(CN2CCN(Cc3cc(=O)oc4cc(C)ccc34)CC2)c(OC)c1OC
    -2.2	4	0	-3	2	7	2	2	2	5
- O=[N+]([O-])c1ccccc1S(=O)(=O)NCCC1=CCCCC1
    -2.1	4	9	0	0	16	-1	0	1	3

Continuation.
| Molecule | PG9 Ab binder | Rev-erbA mod | TCR-CD3 inh | ABHD4 inh | HTRA1 inhibitor | TDP2 absorb | rCAG binder | PRMT1 inh | LEDGF integ inh | SIAE inh |
| --- | --- | --- | --- | --- | --- | --- | --- | --- | --- | --- |
| Cc1cccc(C)c1NC(=O)CSc1nnc(Cn2nnc(-c3ccccc3)n2)n1-c1ccccc1 | 0.0 | 1 | 1 | -9 | -5 | -16 | -8 | -1 | -3 | 9 |
| CNc1c(NS(=O)(=O)c2ccc(C(C)(C)C)cc2)c(=O)oc2ccccc12 | -0.2 | -7 | -6 | 4 | 2 | 4 | -1 | 1 | -3 | 1 |
| Cc1ccc2[nH]c(=O)c(C(c3nnnn3CC3CCCO3)N3CCc4ccccc4C3)cc2c1 (stereo not given) | 0.5 | 4 | 5 | 1 | 6 | 0 | 3 | 12 | -1 | 5 |
| COCCN1CCn2c(nc3cc(NC(C)=O)ccc32)C1 | -1.1 | 12 | -1 | 7 | 2 | -3 | -1 | -2 | 7 | -1 |
| CC(C)OCCCNC(=O)c1ccc(NC(=O)C2=CSCCO2)cc1 | -2.5 | -9 | 7 | 10 | 12 | 7 | -5 | 1 | -1 | -2 |
| O=C(CSc1nc2ccccc2nc1SCC(=O)N1CCOCC1)N1CCOCC1 | 0.8 | -2 | 7 | -2 | -1 | -3 | 1 | 0 | -1 | -2 |
| CN(/N=C/c1cc(Br)cc(Br)c1O)c1ccccc1 | -2.0 | 5 | -12 | 3 | 4 | -10 | 7 | -1 | 6 | 8 |
| O=C(O)c1ccc(N=Nc2c(O)[nH]c3cc(Cl)ccc23)cc1 | -12 | -3 | 3 | -2 | 5 | -12 | 8 | 0 | 0 | -8 |
| Cc1ccc(OCC(=O)OCC(=O)NC2CCCC2)cc1C | 0.3 | -4 | 0 | 5 | 7 | 6 | -1 | 2 | -2 | -1 |
| COc1ccc(NC(=O)CN2CCC(NC(=O)C3CCCCC3)CC2)c([N+](=O)[O-])c1 | -0.7 | -11 | 4 | 9 | -6 | 12 | -2 | 6 | 18* | 4 |
| CCCCCC1=C(C(=O)OC)C(C(=O)OCC)N(S(=O)(=O)C(F)(F)F)c2ccccc21 (stereo not given) | -2.4 | 4 | 3 | -1 | -5 | -7 | -1 | 0 | 2 | 3 |
| Cc1nc(N)nc(SCc2ccc([N+](=O)[O-])cc2)c1N | -0.7 | 1 | 0 | 9 | 6 | 8 | -1 | 10 | -5 | 7 |
| CN(C)CCN(C(=O)c1cccc(Cl)c1)c1nc2c(Cl)cccc2s1 | -0.8 | 2 | -9 | 2 | -4 | 12 | -3 | -1 | 2 | -1 |
| CCCC(=O)N1CCC1(C)C(=O)Nc1ccc(OC)c(OC)c1 (stereo not given) | -1.0 | -2 | 1 | 0 | . | -4 | 1 | -2 | -2 | 0 |
| CCc1ccc(/C=C2\C(=N)N3N=C(CC(=O)N4CCCCC4)SC3=NC2=O)cc1 | 0.8 | -3 | 8 | 1 | 0 | 5 | 11 | 0 | 3 | -6 |
| O=C(O)c1ccc(COc2ccccc2C=C2C(=O)c3ccccc3C2=O)cc1 | -2.1 | -2 | 2 | 10 | 9 | 5 | 30 | 11 | 4 | -5 |
| Cc1ccc(CN2CCCN(C)CC2)c(C)c1 | 0.0 | 0 | 0 | 10 | 5 | 14 | -3 | -1 | 0 | 4 |
| Cc1ccc(C(=O)Nc2ccccc2C(=O)O)cc1S(=O)(=O)Nc1ccccc1 | 0.2 | -4 | -8 | -20 | -33 | -8 | 67* | -2 | -1 | -21 |
| CC(C)CC(=O)OC1C(N2CCOCC2)c2c(ccc(/C=C/C(=O)N3CCOCC3)c2O)OC1(C)C (stereo not given) | -1.3 | -3 | 3 | -2 | -3 | 4 | -8 | -1 | 1 | 1 |
| O=C(NNC(=O)c1ccc([N+](=O)[O-])cc1)c1ccncc1 | -0.3 | 1 | 4 | 1 | 2 | 9 | 2 | 2 | 4 | 0 |
| O=C(NCC(=O)N1CCCC1C(=O)O)OC1CCCCC1 (stereo not given) | -1.8 | 8 | -2 | -2 | -3 | 4 | -2 | 2 | -2 | -1 |
| O=C1c2ccccc2C(=O)N1CCc1nc2ccccc2c(=O)n1Cc1ccco1 | 0.8 | -1 | 4 | 2 | -4 | 0 | 0 | -1 | 2 | -4 |
| CC1(C(=O)NS(=O)(=O)c2cccs2)CCN1C(=O)c1ccccc1CCc1ccccc1 (stereo not given) | 0.9 | -3 | -1 | -6 | . | -7 | 44* | -1 | 1 | 4 |
| CN(C)c1ccc(SC#N)cc1 | -1.6 | 3 | -4 | 4 | -4 | 12 | -3 | 3 | -2 | -2 |
| O=[N+]([O-])c1ccc(O)c(N=Cc2sc3ccccc3c2O)c1 | -7.5 | 21 | 1 | 12 | 30 | -14 | 9 | 66* | -9 | -16 |
| Cn1c(N)c(N=Nc2ccc(S(N)(=O)=O)cc2)c(=O)n(C)c1=O | -3.3 | -5 | -1 | 0 | -8 | -10 | -1 | 0 | 3 | -7 |

Ordered by number of heavy atoms (lowest first): some entries from above
| Molecule | PG9 Ab binder | Rev-erbA mod | TCR-CD3 inh | ABHD4 inh | HTRA1 inhibitor | TDP2 absorb | rCAG binder | PRMT1 inh | LEDGF integ inh | SIAE inh |
| --- | --- | --- | --- | --- | --- | --- | --- | --- | --- | --- |
| COc1ccccc1CNN | -1.6 | 3 | -3 | -1 | -2 | -10 | -1 | 6 | -3 | -5 |
| CN(/N=C/c1cc(Br)cc(Br)c1O)c1ccccc1 | -2.0 | 5 | -12 | 3 | 4 | -10 | 7 | -1 | 6 | 8 |
| Cc1nc(N)nc(SCc2ccc([N+](=O)[O-])cc2)c1N | -0.7 | 1 | 0 | 9 | 6 | 8 | -1 | 10 | -5 | 7 |
| O=C(Nc1c(F)cccc1F)c1ccc(-n2cncn2)nc1 | -0.7 | -3 | 0 | 1 | 4 | -1 | 0 | 3 | -1 | 0 |
| Cc1ccc(-n2c(SCC(=O)N3CCCCC3)nc(O)cc2=O)cc1 | -2.7 | 8 | -4 | 1 | -5 | 0 | 11 | -3 | 6 | 2 |
| O=C1c2ccccc2C(=O)N1CCc1nc2ccccc2c(=O)n1Cc1ccco1 | 0.8 | -1 | 4 | 2 | -4 | 0 | 0 | -1 | 2 | -4 |
| Cc1ccccc1-c1nc(CS(=O)(=O)CC(=O)NCc2ccc3c(c2)OCO3)c(C)o1 | -1.1 | 1 | 2 | -1 | -10 | -4 | 2 | 3 | -1 | -1 |
| CC1(C(=O)NS(=O)(=O)c2cccs2)CCN1C(=O)c1ccccc1CCc1ccccc1 (stereo not given) | 0.9 | -3 | -1 | -6 | . | -7 | 44* | -1 | 1 | 4 |
